BL2 CD40 inh = CD40 pathway inhibition in BL2 cells; BL2 NF-kB luciferase reporter, CD40L-induced, 4 h; 0.94% of 83,000 active; inhibition, % at 10 µM;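 active = mean inhibition of at least 50% with a set share of replicates also reaching that level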;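 also: 0% = neutral control wells and 100% = IKK inhibitor VII at 50 µM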
* = called active by the depositor; [ ] = another dose, or the depositor's remark. These rows are one share of the data (hit frequency here may not be typical).

BL2 CD40 inh | compound
16 | COC(=O)[C@H](CC(C)C)NC(=O)Nc1ccc(S(N)(=O)=O)cc1
6 | Cc1nc2ccccc2cc1O
-2 | CCOC(=O)C1=C(C)N=C2SCCC(=O)N2C1c1ccc(OC)cc1 (stereo not given)
2 | COc1ccc(NC(=O)CN(C)C(=O)CN2C(=O)NC3(CCCCC3)C2=O)cc1
1 | Cc1ccc(C(=O)OCC(=O)N2C(C)CCCC2C)cc1S(=O)(=O)N1CCCCC1 (stereo not given)
1[25 µM] | CNC(=O)C[C@@H]1CC[C@@H]2[C@H](COC[C@@H](O)CN2Cc2ccccc2F)O1
-1[25 µM] | CN(C)CCCNC(=O)[C@H]1[C@H](CO)[C@H]2Cn3c(ccc(C4=CCCC4)c3=O)[C@@H]1N2Cc1cocn1
-62 | CNc1ccc(-c2cccc(C(C)=O)c2)cn1
41 | Cn1c(N2CCN(C(c3ccccc3)c3ccccc3)CC2)nc2c1c(=O)[nH]c(=O)n2C
5 | CC(Oc1ccccc1)C(=O)Nc1ccc(F)c(S(=O)(=O)N2CCOCC2)c1 (stereo not given)
2 | CC(C)=CCN1CCN(Cc2cnc(N3CCOCC3)s2)CC1CCO (stereo not given)
2 | O=C(NCCC(=O)N1CCN(C(=O)c2ccco2)CC1)c1ccccc1Cl
9 | Cc1ccnc2nc(C(=O)NC3CCCc4ccccc43)nn12 (stereo not given)
-10[25 µM] | COc1ccc(CN(C)C[C@@H]2OCc3cnnn3CCCC(=O)N([C@@H](C)CO)C[C@@H]2C)cc1
0[25 µM] | C[C@@H](NC(=O)C[C@@H]1CC[C@H]2[C@H](COc3ccc(NC(=O)C4CCOCC4)cc3C(=O)N2C)O1)c1ccccc1
-6 | CCN(CC(=O)Nc1ccc(NC(C)=O)cc1)C(=O)c1ccccc1SCc1c(C)noc1C
-17 | CCOC(=O)CNC(=O)COc1ccc(Cl)cc1Br
5 | Cn1c(=O)c2c(ncn2CC(=O)OCC(=O)Nc2cccc(Cl)c2)n(C)c1=O
2 | COc1cccc(C2=NOC(C(=O)NC3CCCCC3)C2)c1 (stereo not given)
-4[25 µM] | CC(C)OC(=O)N(C)C[C@@H]1OCc2cnnn2CCCC(=O)N([C@@H](C)CO)C[C@H]1C
9 | CN1CCCC1(C)C(=O)NCc1ccc(F)cc1Cl (stereo not given)
0 | CN(/N=C/c1ccc(C(C)(C)C)cc1)C1=NCCN1
-8 | O=[N+]([O-])c1ccc(-c2cccnc2)cc1
15 | CC1CCCCC1NC(=O)NC(=O)COC(=O)c1cncc(Br)c1 (stereo not given)
0 | N#Cc1cc(Cl)c(N2CCOCC2)cc1C#N
2 | COC(=O)C1=C(C)N=C2SC(C)C(=O)N2C1/C=C/c1ccccc1 (stereo not given)
7 | Cc1cc(C(=O)COC(=O)c2csc3c2CCCC3)c(C)n1C
-8 | Cc1ccc(-c2cc(C(F)F)nc(NCc3cccs3)n2)cc1
-2 | O=C(CCNC(=O)c1ccccc1Cl)NCC(c1ccc(F)cc1)N1CCOCC1 (stereo not given)
-5 | O=C(Cn1nnc(-c2cccc(C(F)(F)F)c2)n1)N1CCCCCC1

Arranged by value in BL2 CD40 inh (rising): three of the compounds above.
BL2 CD40 inh | compound
-8 | Cc1ccc(-c2cc(C(F)F)nc(NCc3cccs3)n2)cc1
-6 | CCN(CC(=O)Nc1ccc(NC(C)=O)cc1)C(=O)c1ccccc1SCc1c(C)noc1C
-5 | O=C(Cn1nnc(-c2cccc(C(F)(F)F)c2)n1)N1CCCCCC1

Carrying on.
BL2 CD40 inh | compound
1 | COc1cccc(NC(=O)N(C)C[C@@H]2OCc3ccccc3-c3c(n(C)c4ccccc34)C(=O)N([C@@H](C)CO)C[C@@H]2C)c1
2[25 µM] | COc1ccc2c3c(n(C)c2c1)[C@@H](CO)N(S(C)(=O)=O)CC31CCN(C(=O)C2CCCC2)CC1
5 | CCOc1cc(/C=C2/C(=O)N(c3ccccc3)N=C2C)ccc1OC(=O)c1cccs1
3 | COc1cc2c(cc1OC)CN(C(=O)c1ccc3nc[nH]c3c1)CC2
-17 | CC1CCc2[nH]c3ccc(C(=O)N(C)CC(=O)Nc4ccccc4C(F)(F)F)cc3c2C1 (stereo not given)
10 | NS(=O)(=O)c1ccc(CCNc2nn3c(-c4ccc(F)c(Cl)c4)cnc3s2)cc1
-31 | COc1ccc(N2CCN(C(=O)c3ccc(-c4nc5ccccc5s4)o3)CC2)cc1
-23[25 µM] | COCC#Cc1ccc([C@H]2[C@H]3CN(C(=O)Nc4ccccc4F)CC(=O)N3[C@H]2CO)cc1
-1 | CC1(CCc2ccccc2)NC(=O)N(Cc2cc([N+](=O)[O-])cc3c2OCOC3)C1=O (stereo not given)
7 | CCOC(=O)c1ccccc1NC(=O)COC(=O)C(CC(C)C)NC(N)=O (stereo not given)
-18 | O=C(NCCC(=O)N1CCCC1)c1ccccc1Cl
22[25 µM] | C/C=C/c1ccc([C@@H]2[C@H]3CN(S(=O)(=O)c4ccc(OC)cc4)CCCCN3[C@H]2CO)cc1
3 | O=C(C1CCCC1)N1C[C@H]2[C@@H](c3ccccc31)[C@H](CO)N2C(=O)Nc1cccc(F)c1
14[25 µM] | CCC(=O)N1CC2(CN(Cc3ccc(F)cc3)C2)c2c(n(C)c3cc(OC)ccc23)[C@H]1CO
8 | Cn1c(=O)n(CCc2ccccc2)c(=O)c2c1nc1n2CCCN1CCc1ccccc1
11 | CN(CC(=O)Nc1ccc(F)c(F)c1F)C(=O)C1CCCC1
-17 | O=C(NCc1ccccc1Cl)c1ccc(S(=O)(=O)NCc2ccco2)cc1
-58 | O=C(O)c1cccnc1SCCc1ccccc1
3[25 µM] | C[C@@H]1CN([C@H](C)CO)C(=O)CCCn2nncc2CO[C@H]1CN(C)S(=O)(=O)c1ccc(C#N)cc1
5 | CN(C(=O)C1CC1)c1ccccc1
9 | Cc1onc(-c2c(F)cccc2Cl)c1C(=O)N=C(N)N1CC(C)OC(C)C1 (stereo not given)
-73 | O=C(Oc1ccc(Oc2ccccc2)cc1)N1CCC(O)CC1
-9[25 µM] | Cc1ccc(-c2ccccc2[C@@H]2[C@H](C#N)N(c3ncc(-c4ccccc4)s3)[C@H]2CO)cc1
13 | C=C(C)Cn1c(C(C)NC(=O)CCC)nc2ccccc21 (stereo not given)
-27[25 µM] | COc1ccc(NC(=O)N2C[C@H]3[C@@H](c4ccccc42)[C@H](CO)N3Cc2ccccn2)cc1
14[25 µM] | O=C(c1ccccc1F)N1CC[C@H]2[C@H](CO)Nc3ccc(Br)cc3[C@H]21
-64 | Cc1ccc(C(=O)N=c2sccn2C)cc1S(=O)(=O)N1CCOCC1
-24 | Clc1ccc2nc(CSc3nnc4ccccn34)cn2c1
1[25 µM] | O=C(C[C@H]1C[C@H]2c3cc(NC(=O)Nc4ccccc4)ccc3O[C@H]2[C@H](CO)O1)NCCN1CCCCC1
15 | O=[N+]([O-])c1cc(C(F)(F)F)ccc1NCCc1c[nH]c2ccc(O)cc12

No new results follow: entries from further up.
BL2 CD40 inh | compound
1 | COc1cccc(NC(=O)N(C)C[C@@H]2OCc3ccccc3-c3c(n(C)c4ccccc34)C(=O)N([C@@H](C)CO)C[C@@H]2C)c1
2[25 µM] | COc1ccc2c3c(n(C)c2c1)[C@@H](CO)N(S(C)(=O)=O)CC31CCN(C(=O)C2CCCC2)CC1
5 | CCOc1cc(/C=C2/C(=O)N(c3ccccc3)N=C2C)ccc1OC(=O)c1cccs1
3 | COc1cc2c(cc1OC)CN(C(=O)c1ccc3nc[nH]c3c1)CC2
-17 | CC1CCc2[nH]c3ccc(C(=O)N(C)CC(=O)Nc4ccccc4C(F)(F)F)cc3c2C1 (stereo not given)
10 | NS(=O)(=O)c1ccc(CCNc2nn3c(-c4ccc(F)c(Cl)c4)cnc3s2)cc1
-31 | COc1ccc(N2CCN(C(=O)c3ccc(-c4nc5ccccc5s4)o3)CC2)cc1

Four of the compounds above, as labelled records:
mol: CCC(=O)N1CC2(CN(Cc3ccc(F)cc3)C2)c2c(n(C)c3cc(OC)ccc23)[C@H]1CO
  BL2 CD40 inh = 14[25 µM]
mol: CCOc1cc(/C=C2/C(=O)N(c3ccccc3)N=C2C)ccc1OC(=O)c1cccs1
  BL2 CD40 inh = 5
mol: O=C(Oc1ccc(Oc2ccccc2)cc1)N1CCC(O)CC1
  BL2 CD40 inh = -73
mol: COc1cccc(NC(=O)N(C)C[C@@H]2OCc3ccccc3-c3c(n(C)c4ccccc34)C(=O)N([C@@H](C)CO)C[C@@H]2C)c1
  BL2 CD40 inh = 1

The list continues.
BL2 CD40 inh | compound
11 | CC(CNC(=O)COC(=O)c1ccco1)c1ccccc1 (stereo not given)
9 | Cc1nnsc1C(=O)NC1CCCc2c1cnn2-c1ccc(F)cc1F (stereo not given)
-1 | O=[N+]([O-])c1ccc(CN2CCN(c3nc4ccccc4s3)CC2)cc1
-24 | Cc1ccc(OCC(=O)Nc2cccc(S(=O)(=O)N3CCOCC3)c2)c([N+](=O)[O-])n1
1 | COc1ccc(S(=O)(=O)N2CCCCCC2)cc1C(=O)OCC(=O)NC1CCS(=O)(=O)C1 (stereo not given)
10 | c1ccc(-c2nnc(SCc3nnc(-c4cccs4)o3)o2)cc1
-5 | CCOC(=O)c1cc2c(ccc3ccccc32)oc1=O
-3 | COc1ccc(C(=O)NNC(=O)c2cc(C)[nH]n2)cc1
11 | COc1cccc2[nH]c3c(N4CCc5ccccc5C4)ncnc3c12
6 | OCCC1CN(Cc2cccn2-c2nccs2)CCN1Cc1ccccc1 (stereo not given)
-8 | CCC(=O)N(c1nnc(SCC(=O)c2ccc[nH]2)s1)C1CC1
2 | CC(=O)c1c(C)[nH]c(C(=O)CN2C(=O)NC(CCc3ccccc3)C2=O)c1C (stereo not given)
5[25 µM] | C[C@@H](NC(=O)C[C@H]1C[C@@H]2c3cc(NS(=O)(=O)c4ccc(F)cc4)ccc3O[C@@H]2[C@H](CO)O1)c1ccccc1
-18 | N#Cc1c(-c2ccc(F)cc2)ccnc1N1CCOCC1
-2 | Cc1c(NC(=O)COc2cccc(F)c2)c(=O)n(-c2ccccc2)n1C
5 | NS(=O)(=O)c1cc(C2(O)NC(=O)c3ccccc32)ccc1Cl (stereo not given)
3 | COc1cccc(-c2cn(CC[C@@H]3CC[C@H](NC(=O)CC4CC4)[C@@H](CO)O3)nn2)c1
0 | CN(Cc1cccs1)C(=O)C1CCN(S(=O)(=O)c2ccccc2)CC1
4 | Cc1ccccc1-c1nnc(SCC(=O)NC2CCCC2)n1C
2 | CCN(CC)CCNc1c(C)cc(CO)c(Cl)c1C
-3 | O=C(CN1CCN(Cc2ccccc2)C1=O)NCCCN1CCOCC1
13 | Cc1ccc(NC(=O)Cn2cc(C(F)(F)F)cc(Cl)c2=O)cc1S(=O)(=O)N1CCCCC1
5 | O=S1c2ccccc2Sc2ccccc21
-6 | CC(Sc1n[nH]c(-c2cccs2)n1)C(=O)Nc1ccccc1F (stereo not given)
-2 | Cc1ccc(CNC(=O)CCC2CCCN(Cc3cccc4c3OCO4)C2)o1 (stereo not given)
1 | CCOC(=O)c1ccc(NC(=O)CN2CCN(CCN=CC3=C(O)CC(C)(C)CC3=O)CC2)cc1
1 | Cc1cc(O)c(C(C)C)cc1N=Cc1ccc([N+](=O)[O-])cc1
2 | Cc1nc(N)nc(OCC(F)(F)C(F)F)c1Br
0 | Cc1ccc(CN(C)C(=O)c2ccc(NS(=O)(=O)c3ccc4[nH]c(=O)[nH]c4c3)cc2)cc1
11 | Cc1cc2c(cc1S(=O)(=O)N(C)c1ccccc1)n(C)c(=O)n2C

Next section
BL2 CD40 inh | compound
7 | COc1ccc(/C(C)=N\NS(=O)(=O)c2ccccc2)cc1OC
5 | O=C(O)c1ccc(C2Nc3ccccc3C(=O)N2Cc2ccccc2)cc1 (stereo not given)
6 | COc1ccc2c(c1)C(NC(=O)C(F)(F)F)CC2=O (stereo not given)
3 | CCCN1CCN(S(=O)(=O)c2ccc3c(c2)CCC(=O)N3)CC1
13[25 µM] | C[C@@H]1CN([C@H](C)CO)C(=O)c2cc(C#CCc3ccccc3)cnc2O[C@@H]1CN(C)C(=O)C1CCOCC1
0 | O=C(NCC1CCCO1)C1CCC(CNS(=O)(=O)c2ccccc2)CC1 (stereo not given)
-2[25 µM] | Cc1ccccc1-c1cnc2c(c1)C(=O)N([C@@H](C)CO)C[C@H](C)[C@@H](CN(C)Cc1ccccc1F)O2
10 | O=C(c1ccc(OC2CCN(C(=O)C3CC3)CC2)cc1)N(CCO)Cc1ccccc1
-1 | c1ccc(COc2nsnc2N2CCOCC2)cc1
12 | COc1cc(C2=NOC(C(=O)N3CCCCCC3)C2)cc(OC)c1OC (stereo not given)
-43 | Cc1oncc1-c1csc(-c2ccccc2)n1
0 | CC1(C)Nc2ccccc2N(CC(=O)N2CCCCC2)C1=O
9 | COc1ccc(S(=O)(=O)NN=C2CCCC2)cc1
-16 | COc1ccc(C2CC(c3cccs3)=NN2c2ccc(F)cc2)cc1OC (stereo not given)
5 | O=C(NCCN1CCN(C(=O)c2cccs2)CC1)c1cccs1
-58 | CCOC(=O)C1=C(COC(=O)c2cccc(N(C)C)c2)NC(=O)NC1C (stereo not given)
10 | CNC(=O)NC(=O)COC(=O)CCCSc1nc2ccccc2s1
0 | COc1ccc(N2CC(NS(=O)(=O)c3cccnc3)CC2=O)cc1OC (stereo not given)
19 | Cc1ccc(NC(=O)CN(C2=NC3CS(=O)(=O)CC3S2)c2ccccc2)cc1 (stereo not given)
8 | CC(=O)C(Cc1ccccc1)NC(=O)CN1CCN(Cc2ccccc2)CC1 (stereo not given)
-4 | O=C(Cc1ccc(F)cc1)Nc1cccc(S(=O)(=O)N2CCCC2)c1
-1[25 µM] | C/C=C/c1ccc([C@@H]2[C@H](CO)N(S(=O)(=O)CC)C23CN(C(C)=O)C3)cc1
5 | COc1ccc(NC(=O)/C(N=Nc2cc(S(=O)(=O)Nc3ccc(OC)cc3)ccc2OC)=C(\C)O)cc1
5 | COc1ccc(-c2ccc(OC)c(OC)c2OC)c(OC)c1OC
-2[25 µM] | C[C@@H]1CN([C@H](C)CO)C(=O)c2ccccc2-c2ccccc2CO[C@@H]1CN(C)C(=O)Nc1ccnc(N2CCOCC2)c1
2 | O=C(NCc1ccccc1)c1ccc(S(=O)(=O)N2CCCCCC2)cc1

From PubChem BioAssay
